# High-throughput results (PubChem BioAssay)
# HePTP inh: inhibitors of human HePTP phosphatase. inhibition, % at 20 µM. P35236. recombinant HePTP phosphatase activity, OD absorbance. 110,000 tested, 0.64% active. AID 521; in the data active means inhibition above about 50%;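 further: plate controls were vehicle for no effect and reference inhibitor for full effect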
# Target sequence (P35236 whole entry, looked up): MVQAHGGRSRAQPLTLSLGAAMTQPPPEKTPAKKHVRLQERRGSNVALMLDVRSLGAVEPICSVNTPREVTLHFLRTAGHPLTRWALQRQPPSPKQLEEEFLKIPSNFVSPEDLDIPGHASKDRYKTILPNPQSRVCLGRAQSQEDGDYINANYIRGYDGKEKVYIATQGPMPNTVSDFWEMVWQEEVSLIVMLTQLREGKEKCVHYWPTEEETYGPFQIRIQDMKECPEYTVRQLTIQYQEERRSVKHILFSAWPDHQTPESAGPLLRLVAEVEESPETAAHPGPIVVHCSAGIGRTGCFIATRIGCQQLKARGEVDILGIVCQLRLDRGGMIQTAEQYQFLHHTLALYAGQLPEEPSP
# BAP1 inh: inhibitors of human BAP1 deubiquitinase. Q92560. recombinant BAP1, Ub-AMC hydrolysis fluorescence kinetic; stronger effect = lower value. activity remaining (% of control), % at 20 µM. 72,000 tested, 0.48% active;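 active means activity remaining at or below 50% of control, provided the compound also passes the data quality filters; inactive means the rest, including low values that fail the filters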;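 further: 100% = DMSO wells rate and 0% = substrate alone blank rate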
# * marks the source's active call; other numbers are inactive results; / = not tested or not shown; & = joins results of further samples.
Compound,HePTP inh,BAP1 inh
Cc1ccc(S(=O)(=O)N2CCN(C3CC(=O)N(Cc4ccccc4)C3=O)CC2)cc1C (stereo not drawn),-2,54
CC(NS(=O)(=O)c1ccc(Br)cc1)C(N)=O (stereo not drawn),7,96
COc1cccc2cc(-c3nnc(SCC(=O)Nc4cc(C(F)(F)F)ccc4Cl)n3N)oc12,6,75
Cn1c(C(=O)N2CCCCCC2)cc2c(=O)n(C)c3ccccc3c21,2,90
Cc1csc(NC(=O)CCc2nc3ccccc3s2)n1,8,79
COc1ccc(OC)c(N2C(=O)C(Cl)=C(N3CCCCC3)C2=O)c1,5,77
COc1ccc2oc(=N)c(C(=O)Nc3ccccc3)cc2c1,1,83
CCNC(=O)N1c2ccccc2C(C)(c2ccccc2)CC1(C)C (stereo not drawn),/,83
CC1Cc2ccccc2N1C(=O)CSc1nnnn1Cc1ccccc1 (stereo not drawn),-2,99
CCC(Sc1ncccc1C(=O)OCCN1CCCC1=O)C(=O)NCc1ccco1 (stereo not drawn),-5,82
COc1cccc(C2C(N3C(=O)c4ccccc4C3=O)C(=O)N2c2ccc(C)cc2C)c1 (stereo not drawn),/,70
O=C1N(c2ccccc2)C2CS(=O)(=O)CC2N1c1ccc(Cl)c(Cl)c1 (stereo not drawn),8,85
COc1ccc(N(CC(=O)N/N=C\c2ccccc2O)S(=O)(=O)c2ccc(C)c([N+](=O)[O-])c2)cc1,-16,/
Cc1cccc(NC(=O)Nc2ccc(C#N)cc2)n1,6,90
CCCCN(CCCC)CC(O)COc1ccccc1C(=O)Nc1ccccc1 (stereo not drawn),5,/
CC(C(=O)NCCc1ccccc1)N1C(=O)c2ccccc2C1=O (stereo not drawn),-27,/
CC(C)Oc1cccc(C(=O)Nc2ccc(Cl)cn2)c1,-3,/
c1ccc(NCCCNc2ccccc2)cc1,7,83
Cc1n[nH]c(C)c1S(=O)(=O)N1CCCC(C(=O)NC2CCCCC2)C1 (stereo not drawn),2,96
COc1ccc(C(=O)Nc2c(N)nc(SCC(=O)N3CCC(C)CC3)[nH]c2=O)cc1OC,0,90

# Reprinted from the part before: 2 compounds; new compounds follow.
Compound,HePTP inh,BAP1 inh
Cc1n[nH]c(C)c1S(=O)(=O)N1CCCC(C(=O)NC2CCCCC2)C1 (stereo not drawn),2,96
COc1ccc(C(=O)Nc2c(N)nc(SCC(=O)N3CCC(C)CC3)[nH]c2=O)cc1OC,0,90
OCCNc1nc(OCC(F)(F)F)nc(N2CCN(C34CC5CC(CC(C5)C3)C4)CC2)n1,0,84
Cn1cc(CNC(=O)Nc2ccc3c(c2)OCO3)cn1,10,113
O=C(Cc1ccccc1)N1CCN(C(=O)c2cccs2)CC1,8,102
CCCCC(=O)Nc1c2c(nn1-c1ccc(C)cc1)CSC2,/,147
Cc1cc(C)nc(SCC(=O)N/N=C/c2c(Cl)cccc2Cl)n1,7,/
O=C(c1ccc(S(=O)(=O)Nc2ccccc2)cc1)N1CCOCC1,7,117
COc1cccc(C(=O)NCCC2=CCCCC2)c1OC,4,146
CC(=O)C1=C(C)NC(C)=C(C(C)=O)C1c1ccc(-c2ccccc2Cl)o1,-6,83
CCCn1nnnc1NCc1ccccc1OCc1ccc(F)cc1,5,142
O=C(c1cnn2c1NC(c1cccs1)CC2C(F)(F)F)N1CCSCC1 (stereo not drawn),-13,/
COc1ccc(C(=O)CSc2ccccc2C(=O)O)cc1,-11,/
CC(=O)c1ccc(NC(=O)c2ccc3c(c2)C(=O)N(c2ccccc2C)C3=O)cc1,1,/
CC1CCc2ccc(F)cc2N1S(=O)(=O)c1cccs1 (stereo not drawn),13,109
CCn1c(CNC(=O)Cc2ccc(OC)cc2)nnc1SCC(=O)Nc1nccs1,4,94
CCCn1c(SCC(=O)Nc2cccc(C(=O)OCC)c2)nnc1-c1ccoc1C,-1,83
O=C(Nc1ccc(F)cc1)c1cccc(I)c1,8,/
COc1cc(-c2nnc(SCC(=O)N(Cc3ccccc3)C(C)(C)C)o2)cc(OC)c1OC,10,90
COC(=O)c1cc(-c2cccs2)nc2ccccc12,-10,/
Cc1[nH]c2ccccc2c1C(=O)COC(=O)C1CC(=O)N(Cc2ccco2)C1 (stereo not drawn),8,88
NC(=O)c1c(NC(=O)c2ccc(-c3ccccc3)cc2)sc2c1CCCC2,4,/

Compound,HePTP inh,BAP1 inh
COc1cccc(NC(=O)COc2cc(C)ccc2C(C)C)c1,4,/
COCCn1c(Cc2ccccc2)nnc1SCC(=O)Nc1cc(C)on1,-4,107
CCOC(=O)c1ccc(-n2ncc(C(=O)OCC)c2N)cc1,-2,156
CC1(c2ccc(Br)cc2)NN=C(c2ccccc2)S1 (stereo not drawn),-7,/
CCN(CC)S(=O)(=O)c1ccc(Cl)c(C(=O)OC)c1,4,97
Cc1cc(C)c(S(=O)(=O)N(CC(=O)N2CCCC2)C2CCCCC2)c(C)c1,6,/
Cn1nnnc1SCc1ccccc1F,4,88
CCOC(=O)c1c(CC(C)C)csc1NC=O,6,96
NC(=O)C1CCN(C2CC(=O)N(c3ccccc3)C2=O)CC1 (stereo not drawn),-18,/
COc1ccc(CSCCN)cc1Cl,-1,100
N#CCSCC(=O)Nc1ccccc1,9,140
CCN(c1ccccc1)S(=O)(=O)c1ccc(OCc2c(C)noc2C)cc1,-5,82
Cc1ccc(SCCNC(=O)CN(c2ccc(C)cc2)S(C)(=O)=O)cc1,-10,/
CCn1c(SCC(=O)c2cc(OC)ccc2OC)nc2c1c(=O)n(C)c(=O)n2C,6,104
Cc1ccc(-c2c(C)n([O-])c3c([n+]2=O)CCCCC3)o1,-6,/
CCC(C)NC(=O)C1CCN(S(=O)(=O)N2CCCC2)CC1 (stereo not drawn),-2,95
CC(C)NC(=O)c1cnn(-c2ccccc2)c1NC(=O)c1ccccc1,-9,/
COc1ccc(OC)c(S(=O)(=O)N(C)CC(=O)N2CCN(c3ccccc3F)CC2)c1,6,105
CCOc1ccc(C(CC(=O)c2ccccc2)Nc2ccc(Cl)cc2)cc1 (stereo not drawn),-6,/
COc1ccc(C(=O)CSC2=C(C#N)C3(CCCCC3)C(C#N)=C(N)N2)cc1,-3,84

Compound,HePTP inh,BAP1 inh
Cc1ccc(C(=O)c2ccc(Br)cc2)cc1S(N)(=O)=O,7,/
O=C(Nc1cc(F)c(F)cc1Cl)NC(c1ccccc1)c1ccccc1,-19,/
Cc1cc(C(=O)Nc2ccc3nn(-c4ccccc4)nc3c2)ccc1[N+](=O)[O-],33,/
Cc1c(OCc2nn[nH]n2)ccc2c3c(c(=O)oc12)CCC(C)C3 (stereo not drawn),19,/
COc1ccc(C(=O)OCCN2C(=O)c3ccccc3C2=O)cc1OC,3,/
O=C(NC1CCCC1)NS(=O)(=O)c1ccccc1Cl,11,137
Cc1ccc(S(=O)(=O)C2(C(=O)N3CCCCC3C)CC2)cc1 (stereo not drawn),-10,116
CCN(CC)c1ccc(NC(=O)c2cccnc2)cc1,-17,/
COc1cccc(NC(=O)COc2ccc(Br)cc2C(C)(C)C)c1,0,/
COc1ccc(C(=O)Nc2ncc([N+](=O)[O-])s2)cc1OC,6,/
C[C@]12CCC(=O)C=C1CC[C@@H]1[C@@H]2C(=O)C[C@@]2(C)[C@H]1CC[C@]2(O)C(=O)CO,5,109&97
COc1ccc(S(=O)(=O)N[C@H](C(=O)O)C(C)C)cc1,4,109
N#Cc1nc(COc2ccc(F)cc2)oc1N1CCC(Cc2ccccc2)CC1,/,76
COc1cc(N(C)C)c(NC(C)=O)cc1C(=O)O,0,68
CCOc1ccc(NC(=O)c2nnn(CC(=O)Nc3ccccc3OCC)c2N)cc1,-2,147
Cc1ccc(Cc2cnc(NC(=O)c3cccc([N+](=O)[O-])c3)s2)cc1,0,/
CCOC(=O)Cc1cc(OC)c(OC)cc1/C(C)=N/Nc1ccccc1,-3,/
Cc1nc(C)c(C(=O)C2=C(O)C(=O)N(CCN(C)C)C2c2ccccc2)s1 (stereo not drawn),7,101
CCC(CC)C1C(C#N)=C(N)Oc2n[nH]c(-c3ccccc3)c21 (stereo not drawn),3,/
CCOc1ccc(-c2nc(-c3ccncc3)no2)cc1OCC,3,149

Compound,HePTP inh,BAP1 inh
S=C(Cc1ccccc1)N1CCOCC1,1,/
Cc1ccc(/C=C2\SC(=S)N(NC(=O)c3cccc([N+](=O)[O-])c3)C2=O)cc1,4,/
CS(=O)(=O)N(Cc1ccc(C(=O)N2CCN(c3ccccc3)CC2)cc1)c1ccccc1,0,/
COc1ccc(S(=O)(=O)N/N=C/c2cc3c(cc2Cl)OCO3)cc1,-4,/
Cn1cnnc1SCC(=O)N1c2ccccc2Sc2ccccc21,2,/
CCc1ccc(N2CC(C)Cn3c2nc2c3c(=O)n(CCN3CCOCC3)c(=O)n2C)cc1 (stereo not drawn),10,92
COc1cccc(C2=NOC(C(=O)N3CCN(c4ccccc4)CC3)C2)c1OC (stereo not drawn),-5,90
O=C(NCc1ccccn1)C(F)(F)C(F)(F)C(=O)NCc1ccccn1,7,68
Cc1ccc(-c2nn(CCC#N)cc2/C=N/O)o1,-7,/
O=C(CC(c1ccccc1)c1ccccc1)Nc1nc2ccccc2s1,-6,/
O=C(c1cc2nc(-c3ccc(F)cc3)cc(C(F)(F)F)n2n1)N1CCOCC1,4&-1,88
O=C(CS(=O)(=O)c1c[nH]c2ccccc12)Nc1ccc2c(c1)OCCO2,3,/
O=C(c1cc2ccccc2o1)N1CCC(c2ccccc2)C1 (stereo not drawn),1,/
Clc1cccc(OCCN2CCOCC2)c1,7,102
CCCC(=O)Nc1ccc(C(=O)NCCCn2ccnc2)cc1,2,79
CCOC(=O)c1ccc(N(CC(=O)NC2CCCC2)C(=O)CNC(=O)c2ccco2)cc1,10,99
N#CCCN1c2ccccc2Sc2ccc(C(F)(F)F)cc21,-16,/
CC(C)CC1(C(=O)O)NC(c2ccccc2O)C2C(=O)N(C(C)C)C(=O)C21 (stereo not drawn),5,104
COC(=O)c1cccc(NC(=O)CSc2nc3cccnc3n2C)c1,-8,88
COc1ccc(OC)c(C2C(C(C)=O)=C(O)C(=O)N2CC2CCCO2)c1 (stereo not drawn),-23,/

# Brought forward from above: 2 compounds, followed by the next part.
Compound,HePTP inh,BAP1 inh
COC(=O)c1cccc(NC(=O)CSc2nc3cccnc3n2C)c1,-8,88
COc1ccc(OC)c(C2C(C(C)=O)=C(O)C(=O)N2CC2CCCO2)c1 (stereo not drawn),-23,/
COc1ccc(CCNC(=O)c2cnn3cccnc23)cc1OC,1,95
Cc1ccsc1/C=C1\SC(=S)N(CCc2ccccc2)C1=O,-1,/
COc1ccccc1C(=O)N/C(=C\c1ccc(Br)cc1)c1nc2ccccc2[nH]1,2,/
COc1ccc(CC(=O)NCc2n[nH]c(=S)n2-c2ccc(Br)cc2)cc1,/,77
C1=C(c2ccccc2)CCN(c2nc3ccccc3n3cnnc23)C1,8,78
Cc1nn(-c2cccc(C(F)(F)F)c2)c(Cl)c1/C=N/n1cnnc1,4,/
Cn1c(=O)[nH]c(=O)c2c1nc(SCC(=O)O)n2CCc1ccccc1,3,93
NC(=O)C(=O)Nc1cccc2ccccc12,7,/
Cc1ccccc1Cn1cc(S(=O)(=O)CC(=O)Nc2nccs2)c2ccccc21,2,/
O=C1CN(C(=O)COC(=O)CCC(=O)c2ccc3c(c2)OCCO3)c2ccccc2N1,-3,106
Cc1ccccc1Cn1c(CN2CCN(c3ccc(F)cc3)CC2)nc2c1c(=O)n(C)c(=O)n2C,7,90
Cc1ccc2nc(-c3ccc(N)cc3)cc(-c3ccccc3)c2c1,9,/
COC(=O)COc1ccc(Br)cc1,/,79
O=C1CCC(=O)N1OCCCOc1ccc2c(c1)CCC2,8,116
O=C(Nc1ccccc1F)c1ccc([N+](=O)[O-])cc1Cl,/,205
CCOC(=O)c1nnn(-c2ccccc2C#N)c1C,-3,95
CCCCc1nc(N2CCOCC2)c(C#N)c2c1COC(C)(C)C2,8,120
CCCc1cc(N2CCN(c3ccccn3)CC2)n2nc(C)c(-c3ccccc3)c2n1,10,118
COc1ccc(CCNC(=O)CCc2ccccc2)cc1,2,/
CCOc1ccccc1N1CCN(C(=O)c2sc3ccccc3c2Cl)CC1,6,/

# The final 3 entries of the part above come first, to join the parts:
Compound,HePTP inh,BAP1 inh
CCCc1cc(N2CCN(c3ccccn3)CC2)n2nc(C)c(-c3ccccc3)c2n1,10,118
COc1ccc(CCNC(=O)CCc2ccccc2)cc1,2,/
CCOc1ccccc1N1CCN(C(=O)c2sc3ccccc3c2Cl)CC1,6,/
CCCCN(C)C(=O)c1ccc2c(c1)N(CC)C(=O)c1ccccc1S2(=O)=O,0,100
CC1CCN(C(=S)Nc2ccc(F)cc2)CC1,4,/
CC(=O)Nc1ccc(S(=O)(=O)Nc2ccc(I)cc2)cc1,-24,/
COc1ccc(N2C(=O)C(Cl)=C(NCc3ccccc3)C2=O)cc1,7,/
CCc1ccccc1N(CC(=O)N1CCN(c2ccc(F)cc2)CC1)S(C)(=O)=O,1,93
O=C(Nc1ccccc1F)c1ccn(C(=O)c2cccc(Cl)c2)n1,2,/
Cc1ccc(OCC(=O)NCc2ccncc2)c(C)c1,-6,/
Cc1cc(C)nc(SCc2nnc(SCC#N)n2-c2cccc(Cl)c2)n1,1,116
NCCSSCCN,/,93
CCOC(=O)Cn1c(CN(Cc2ccccc2)Cc2ccccc2)nc2c1c(=O)[nH]c(=O)n2C,-15,87
CCn1c(SCC(=O)Nc2ccc(S(N)(=O)=O)cc2)nnc1-c1cccc(OC)c1,2,99
